# TIM10 inh = inhibits growth of TIM10 yeast strain | S. cerevisiae TIM10 strain growth, BacTiter-Glo luminescence, 24 h | inhibition, % at 10 µM | 330,000 tested, 1.4% active | AID 463195;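 active = inhibition of 40% or more at the single tested concentration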;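 also: wild-type TIM10 isogenic control strain grown at permissive 25 °C; 0% = DMSO yeast wells and 100% = minimal medium wells without yeast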
# CHOP UPR activ = apoptotic UPR (CHOP) activation. 330,000 tested, 0.34% active. activation, % at 10 µM. CHO-CHOP luciferase reporter, luminescence; percent of tunicamycin response over DMSO baseline;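 active = at 10 µM dose, activation of 40% or more, normalized to positive control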;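 also: 100% = tunicamycin at 10 µg/mL and 0% = DMSO alone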
#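 Assay system: CHO-CHOP cells, stable luciferase reporter of PERK-eIF2a-CHOP signalling / Buffer or medium: F12 plus 10% serum / Compound dosing: one dose, 10 µM in 0.5% DMSO / Times: 6 h compound treatment, 37 °C / Technique: luciferase luminescence / Read-out: % reporter activation, DMSO baseline versus tunicamycin full activation / Benchmarks: tunicamycin and DMSO controls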
# APJ ag = activates the human apelin receptor APJ. 330,000 tested, 0.11% active. P35414. CHO-K1 APJ PathHunter beta-arrestin, luminescence; 0% DMSO wells, 100% apelin. activation, % at 20 µM;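 active = activation more than six SD over the plate average, tested at 20 µM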;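 also: 0% = DMSO alone and 100% = apelin-13 at 10 nM; some results filed as inactive read as strong as hits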
# Target sequence (P35414 whole entry, looked up): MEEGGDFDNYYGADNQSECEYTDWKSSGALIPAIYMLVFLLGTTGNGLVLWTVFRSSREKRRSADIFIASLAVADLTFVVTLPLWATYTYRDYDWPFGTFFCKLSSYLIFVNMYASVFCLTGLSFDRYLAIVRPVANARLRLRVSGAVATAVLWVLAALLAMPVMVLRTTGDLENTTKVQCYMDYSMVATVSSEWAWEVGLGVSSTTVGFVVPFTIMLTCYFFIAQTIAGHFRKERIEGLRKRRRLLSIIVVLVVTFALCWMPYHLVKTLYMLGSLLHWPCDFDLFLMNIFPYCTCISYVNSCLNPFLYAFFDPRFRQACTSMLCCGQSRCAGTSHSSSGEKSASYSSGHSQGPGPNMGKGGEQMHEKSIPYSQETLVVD
#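 Assay system: CHO-K1 APJ beta-arrestin complementation cell line / Compound: single test compound dose, 20 µM final, 1% DMSO / Times: overnight seeding, 90 min compound at 25 °C, 1 h detection / Technique: beta-gal luminescence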
# tim23-1 inh = tim23-1 yeast growth inhibition. S. cerevisiae tim23-1 growth, BacTiter-Glo luminescence, 24 h. inhibition, % at 20 µM. 330,000 tested, 1.3% active. AID 463212;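 active = growth inhibition of the mutant yeast at or above 50%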;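 also: temperature-sensitive mutant grown at 25 °C; plate controls were DMSO-treated mutant yeast for no effect and medium wells lacking yeast for full effect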
# APJ antag = blocks the human apelin receptor APJ | CHO-K1 APJ beta-arrestin complementation, luminescence | inhibition, % at 20 µM | AID 2521 | P35414 | 330,000 tested, 0.32% active;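 active = inhibition above about 40% at 20 µM, limit read from the data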;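 also: cells challenged with 10 nM apelin-13 agonist together with compound; plate controls were apelin-13 plus DMSO wells for no effect and DMSO wells lacking apelin-13 for full effect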
# UPR XBP1 act = activators of adaptive arm of unfolded protein response (XBP1). 330,000 tested, 0.33% active. AID 463104. CHO-XBP1 luciferase reporter, IRE1-XBP1 UPR activation, luminescence; percent of tunicamycin response, DMSO as zero. activation, % at 20 µM;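 active = versus positive control, 20 µM dose yields 30% or more activation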;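 also: 100% = tunicamycin at 10 µg/mL and 0% = DMSO only wells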
#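 Material: CHO cell line with stable XBP1 luciferase reporter; schedule: 16-18 h cell attachment at 37 °C, then 6 h compound exposure; signal: glow luminescence from Steady-Glo reagent; medium: serum-containing F12 medium, 10% FBS; benchmarks: tunicamycin 10 µg/mL and vehicle-only wells; read-out: percent activation relative to tunicamycin reference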
# CXCR6 inh = blocks human CXCR6 beta-arrestin recruitment; O00574; CHO-K1 PathHunter CXCR6 beta-arrestin, luminescence; inhibition, % at 20 µM; 360,000 tested, 0.36% active; AID 602244; in the data active = inhibition above about 34%, passing the limit was not always enough;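 also: antagonist mode with CXCL16 agonist at 10 nM final; 0% = 10 nM CXCL16 with DMSO and 100% = unstimulated wells without agonist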
# Target sequence (O00574 whole entry, looked up): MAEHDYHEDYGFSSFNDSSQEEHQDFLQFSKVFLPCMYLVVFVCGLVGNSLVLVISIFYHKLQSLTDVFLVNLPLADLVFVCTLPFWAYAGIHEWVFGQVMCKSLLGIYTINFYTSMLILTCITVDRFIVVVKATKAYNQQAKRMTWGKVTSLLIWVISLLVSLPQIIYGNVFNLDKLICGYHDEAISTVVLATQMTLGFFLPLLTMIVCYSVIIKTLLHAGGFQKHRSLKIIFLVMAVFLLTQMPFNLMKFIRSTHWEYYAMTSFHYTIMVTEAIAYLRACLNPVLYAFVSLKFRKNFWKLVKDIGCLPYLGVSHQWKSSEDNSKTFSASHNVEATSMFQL
# Mdm2-MdmX inh = inhibitors of human Mdm2/MdmX interaction; 330,000 tested, 3% active; inhibition, % at 8 µM; SaOS-2 split-luciferase Mdm2/MdmX complementation, luminescence; O15151+Q00987;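 active = inhibition of at least 50% at 8 µM in the primary screen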
# tim10-1 inh = tim10-1 yeast growth inhibition; S. cerevisiae tim10-1 ts strain growth, BacTiter-Glo, 24 h; inhibition, % at 20 µM; 330,000 tested, 2.2% active;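 active = inhibition of at least 40%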;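 also: mutant grown at 25 °C; 0% = DMSO wells with yeast and 100% = wells holding no yeast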
# Active calls of the source: *; / = not tested or not shown.
# The line under a structure holds: tim10-1 inh	Mdm2-MdmX inh	tim23-1 inh	UPR XBP1 act	APJ antag	CHOP UPR activ	TIM10 inh	APJ ag	CXCR6 inh
1	CC(C)Oc1ccc(/C(O)=C2/C(=O)C(=O)N(CCN3CCOCC3)C2c2ccccc2)cc1 (stereo unspecified)
    -17	4	-7	0	12	-0.1	-14	-5	-13
2	C=CCC[C@H](Cc1ccc(F)cc1)C(=O)OC[C@H](Cc1c[nH]c2ccccc12)NC(=O)[C@@H](CC=C)CC(=O)NCCO
    7	27	13	-2	-4	2.0	4	0	-13
3	CCn1c(N2CCN(C(=S)Nc3ccc(OC)cc3)CC2)nc2ccccc21
    20	4	30	0	3	0.4	13	-3	3
4	CC(=O)Nc1cccc(-n2nnc(SCC(=O)Nc3ccccc3)n2)c1
    -9	4	13	-3	5	0.9	-11	-3	-4
5	CC(=O)Nc1ccc(S(=O)(=O)Nc2nc3n(n2)C(c2ccccc2)CC(=O)N3)cc1 (stereo unspecified)
    -6	13	2	-4	-10	3.4	-20	2	-2
6	O=c1c2sccc2n(Cc2cccc(F)c2)c(=O)n1-c1ccc(F)cc1
    30	-7	44	-1	-8	0.1	35	-2	-5
7	O=C(N=C1SC2CS(=O)(=O)CC2N1c1ccc(Cl)cc1Cl)C1CCCO1 (stereo unspecified)
    -4	-11	-7	-6	7	-0.2	-2	-6	1
8	Cc1ccc(-c2ccc([C@H]3[C@H]4C=CC[C@@H](C)[C@@H]4C(=O)N3Cc3ccccc3)c(F)c2)cc1
    -5	24	11	-2	18	1.2	6	4	3
9	O=C(CNC(=O)c1sc2ccccc2c1Cl)NC1CC1
    7	-26	6	0	2	1.3	9	-8	-3
10	CCOc1ccc(CC(=O)NCc2ccc3c(c2)cc(C)n3C)cc1
    6	16	4	-1	8	1.8	-2	6	12
11	COc1ccccc1NC(=O)COC(=O)C1C2CC3OC(=O)C1C3C2 (stereo unspecified)
    14	-4	12	-1	11	-0.9	5	3	3
12	Cn1c(=O)n(CC(=O)Nc2cccnc2)c2ccccc21
    -6	16	-4	-1	8	1.3	-4	-3	1
13	COc1ccc(/C=N/NC(=O)c2ccc(N(C)S(=O)(=O)c3ccccc3)cc2)cc1
    2	32	9	-3	0	-4.2	18	-1	2
14	Fc1ccc2[nH]c3c(N4CCN(C5CCCCC5)CC4)ncnc3c2c1
    -2	0	-8	-6	-19	-1.7	8	5	/
15	CC(=O)NC(Cc1ccccc1)C(=O)OCC(=O)c1ccccc1 (stereo unspecified)
    5	-18	8	-2	8	-1.2	-2	1	0
16	Cc1ccccc1-c1ccc(/C=C2/SC(N3CCOCC3)=NC2=O)o1
    16	45	24	7	-14	4.0	7	0	3
17	O=C(Nc1nc2ccc([N+](=O)[O-])cc2s1)c1ccco1
    12	-68	17	-4	33	1.3	0	-1	/
18	CC(C)CCC(O)(CCC(C)C)C(=O)NNc1ccccc1
    19	-1	27	-1	-4	-0.3	4	-1	4
19	C=C1CCN([C@@H](Cc2ccccc2)C(=O)Nc2ccc(OC)cc2)S(=O)(=O)c2ccccc21
    22	26	41	2	-50	-0.3	-5	1	-10
20	CCN1CCN(C(=O)Nc2ccc(Cc3ccc(NC(=O)N4CCN(CC)CC4)cc3)cc2)CC1
    -41	25	-163	-3	2	0.1	-76	1	1
21	COc1ccc(C(=O)N/C(=C\c2cn(C)c3ccccc23)C(=O)N2CCOCC2)cc1
    14	20	6	-5	7	-1.1	5	6	0
22	COCCN1C(=O)CC(NNC(=O)c2ccc(S(=O)(=O)N3CCCC3)cc2)C1=O (stereo unspecified)
    -9	-6	24	1	14	2.6	-1	-2	1
23	CCCCOC(=O)CCc1n[nH]c(=O)[nH]c1=O
    2	-13	0	-2	5	-0.1	1	2	-4
24	Cc1ccc(C(=O)N2CCN(S(=O)(=O)c3cc(Br)ccc3Br)CC2)o1
    10	20	29	1	7	0.6	1	-3	6
25	O=C(COC(=O)c1nc(Cl)ccc1Cl)Nc1ccc(Cl)cn1
    9	13	12	2	11	0.2	5	-2	2
26	Cc1ccc(CC(CC(=O)NCCc2ccc3c(c2)OCO3)C(=O)O)cc1 (stereo unspecified)
    7	-2	18	0	-7	1.4	7	0	-6
27	O=S(=O)(Nc1ccc(S(=O)(=O)N2CCCC2)cc1)c1ccc(F)cc1
    -13	7	9	-2	21	2.4	17	-2	-7
28	COc1cc(C)ccc1OCC(=O)Nc1ccccc1N1CCOCC1
    15	-13	29	-1	16	2.6	13	-1	4
29	CC(C)OCCCN(CC(O)c1ccccc1)CC(O)c1ccccc1 (stereo unspecified)
    9	7	16	1	9	1.3	-15	-1	2
30	CCCOc1ccc(/C(O)=C2/C(=O)C(=O)N(CCOC)C2c2cccnc2)cc1 (stereo unspecified)
    -8	25	-5	-3	7	-4.9	-13	-3	/
31	O=C(c1ccc(Cl)s1)N1CCCC(N2CCN(c3ccc(F)cc3)CC2)C1 (stereo unspecified)
    35	7	30	-2	4	0.6	8	8	-6
32	COc1ccccc1C(=O)Nc1ccc(Br)c2cccnc12
    18	-20	9	1	7	1.1	12	-4	5
33	CCCCOc1ccc(C(=O)Nc2ccncc2)cc1
    10	4	14	4	-1	7.2	13	1	-21
34	O=S1(=O)CCN(OCc2ccc(F)cc2Cl)CC1
    3	-36	13	-3	-42	-1.5	1	0	-1
35	S=c1[nH]ncn1/N=C/c1cccc(Oc2ccccc2)c1
    61*	-11	56*	-1	16	-0.1	52*	-3	10
36	Cc1ccc(CN2CCN(/N=C/c3ccc(C(F)(F)F)cc3)CC2)c(C)c1
    -36	-4	-14	-1	-1	2.9	-9	-3	2
37	O=C(Oc1c(-c2ccccc2)c(=O)n2c3c(cccc13)CC2)c1ccc(Cl)cc1
    33	46	48	0	7	3.2	25	3	2
38	COc1cccc(/C=C2\SC(=S)N(C(C(=O)O)c3ccccc3)C2=O)c1OC (stereo unspecified)
    -6	-3	14	2	-6	0.7	1	-2	8
39	C=CCn1c2ccccc2c2n[nH]c(=S)nc21
    -1	6	8	-4	13	-2.0	-17	1	13
40	NNS(=O)(=O)c1ccc(Cc2ncc(C(F)(F)F)cc2Cl)s1
    9	10	10	-2	10	2.5	1	-6	2
41	CCn1c(SCC(=O)Nc2cccc(C)n2)nnc1-c1ccco1
    23	12	4	-3	15	0.2	4	-3	-4
42	Cn1c(=O)c2ccccc2n(CC(=O)NC2CCCCC2)c1=O
    4	5	6	-3	16	0.2	12	-3	-1
43	Cc1cc(C)c2c(C)c(C(=O)NCc3ccncc3)oc2c1
    5	9	11	0	-11	-1.6	-9	-2	-6
44	COc1ccc(-c2csc(N(CCCN(C)C)C(=O)c3ccc(Br)cc3)n2)cc1
    4	26	19	-5	11	10.0	-3	-1	-3
45	CCOC(=O)C1=C(c2ccccc2)N=C2SCC(=O)N2C1c1cccc(OC)c1 (stereo unspecified)
    31	33	44	1	19	0.4	22	-3	-5

# Some of these compounds in order of molar mass, low to high.
# The line under a structure holds: tim10-1 inh	Mdm2-MdmX inh	tim23-1 inh	UPR XBP1 act	APJ antag	CHOP UPR activ	TIM10 inh	APJ ag	CXCR6 inh
23	CCCCOC(=O)CCc1n[nH]c(=O)[nH]c1=O
    2	-13	0	-2	5	-0.1	1	2	-4
39	C=CCn1c2ccccc2c2n[nH]c(=S)nc21
    -1	6	8	-4	13	-2.0	-17	1	13
33	CCCCOc1ccc(C(=O)Nc2ccncc2)cc1
    10	4	14	4	-1	7.2	13	1	-21
35	S=c1[nH]ncn1/N=C/c1cccc(Oc2ccccc2)c1
    61*	-11	56*	-1	16	-0.1	52*	-3	10
9	O=C(CNC(=O)c1sc2ccccc2c1Cl)NC1CC1
    7	-26	6	0	2	1.3	9	-8	-3
10	CCOc1ccc(CC(=O)NCc2ccc3c(c2)cc(C)n3C)cc1
    6	16	4	-1	8	1.8	-2	6	12
16	Cc1ccccc1-c1ccc(/C=C2/SC(N3CCOCC3)=NC2=O)o1
    16	45	24	7	-14	4.0	7	0	3
28	COc1cc(C)ccc1OCC(=O)Nc1ccccc1N1CCOCC1
    15	-13	29	-1	16	2.6	13	-1	4
40	NNS(=O)(=O)c1ccc(Cc2ncc(C(F)(F)F)cc2Cl)s1
    9	10	10	-2	10	2.5	1	-6	2
13	COc1ccc(/C=N/NC(=O)c2ccc(N(C)S(=O)(=O)c3ccccc3)cc2)cc1
    2	32	9	-3	0	-4.2	18	-1	2
22	COCCN1C(=O)CC(NNC(=O)c2ccc(S(=O)(=O)N3CCCC3)cc2)C1=O (stereo unspecified)
    -9	-6	24	1	14	2.6	-1	-2	1
5	CC(=O)Nc1ccc(S(=O)(=O)Nc2nc3n(n2)C(c2ccccc2)CC(=O)N3)cc1 (stereo unspecified)
    -6	13	2	-4	-10	3.4	-20	2	-2

# More results
# The line under a structure holds: tim10-1 inh	Mdm2-MdmX inh	tim23-1 inh	UPR XBP1 act	APJ antag	CHOP UPR activ	TIM10 inh	APJ ag	CXCR6 inh
46	CCc1nn(CC(=O)N2CCCCCC2)c(=O)c2cc3ccccc3n12
    21	-23	17	-2	3	-0.9	-3	-3	9
47	CCOc1cc(C2/C(=C(/O)c3ccc(OC)cc3)C(=O)C(=O)N2CC2CCCO2)ccc1O (stereo unspecified)
    14	4	7	-2	-4	1.9	-10	-4	/
48	COC(=O)CSc1nnc(-c2ccc(S(=O)(=O)N3CCC(C)CC3)cc2)o1
    34	-5	36	3	-8	1.0	21	0	2
49	CCC(C(=O)OCC(=O)Nc1cccc(S(=O)(=O)NC2=NCCCCC2)c1)c1ccccc1 (stereo unspecified)
    26	2	8	3	6	-0.3	10	-2	/
50	CC(=O)N1CCN(C(=O)COC(=O)/C=C/c2ccc(C(F)(F)F)cc2)CC1
    3	1	14	-3	12	1.6	12	0	-5
51	O=C(/C=C/Sc1ncn[nH]1)c1ccc(Cl)cc1
    61*	98*	74*	-6	13	-3.2	73*	1	17
52	CCOC(=O)C1=C(COC(=O)CNC(=O)c2ccccc2F)NC(=O)NC1C (stereo unspecified)
    -11	22	-16	0	9	-2.1	-9	-5	-12
53	CC(C)COP(=O)(c1ccc(N(C)C)cc1)C(O)c1ccc(Br)cc1 (stereo unspecified)
    27	19	26	-5	3	-2.0	42*	-3	1
54	COc1ccc(/C=C/c2nnc(NC(=O)CSc3ccc(C)cc3)s2)cc1
    6	14	4	8	5	3.7	-2	-2	-5
55	COc1ccc2c(c1)nc(SCC(=O)C(C)(C)C)n2C
    6	30	9	2	29	-0.1	17	2	2
56	COc1cc(C(=O)NCCC(=O)NCc2c(F)cc(F)cc2F)cc(OC)c1OC
    24	-8	10	-2	-8	1.1	5	3	0

# Only part of the results is shown; rates above refer to the full screens.
